RGS4 inhibitor: Inhibitors of Regulator of G Protein Signaling (RGS) 4: qHTS; Potency, µM (series often up to 114 µM), for the others: top-dose activity change, negative = inhibition, usual class: inhibitors; Regulator of G-protein signaling 4 (Homo sapiens), P49798; hit rate 0.039% among 390,000; AID 504845, 2011; Transcreener GDP fluorescence polarization, RGS4-accelerated GTP hydrolysis; also: potency is read from the fitted curve at half-maximal effect; % is scaled to controls: 0 for no effect and ±100 for the full control effect; nearly all actives have a fitted effect of over 75% in size; some results filed as inactive show a strong effect at the top dose
Target sequence (P49798 whole entry, looked up): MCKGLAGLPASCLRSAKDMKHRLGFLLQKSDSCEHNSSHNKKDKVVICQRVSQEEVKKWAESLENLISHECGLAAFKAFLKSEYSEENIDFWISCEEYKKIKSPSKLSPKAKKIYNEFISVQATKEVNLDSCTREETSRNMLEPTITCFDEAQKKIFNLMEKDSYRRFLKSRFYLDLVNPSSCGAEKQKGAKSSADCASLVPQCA
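MLSMR compounds (23 nl, pin-transferred) preincubated 10 min at room temperature with a 500nM (2x) first reagent, then RGS4 at 900nM (2x) plus Transcreener GDP mix added; fluorescence polarization (620/688 nm) read before and after 90 min at 30 °C.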
Vif-A3F inh: qHTS for Inhibitors of Vif-A3F Interactions: qHTS. AID 602313, 2012. HeLa A3F-eYFP + Vif (tagged APOBEC3F with the HIV-1 protein that degrades it), YFP fluorescence increase. hit rate 0.2% among 390,000. Potency, µM (highest dose often 46.1 µM), inactives show top-dose activity, negative = active; also: potency is read from the fitted curve at half-maximal effect; % of control where 0% means no effect; nearly all actives have a fitted effect of over 65% in size
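Fluorescence increase (Ex 488/Em 500-530) after overnight compound treatment at 37 deg C flags inhibition of Vif-driven A3F-eYFP loss in stable HeLa A3F-eYFP/Vif cells seeded overnight beforehand.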
D2 antag: HTS Assay for Allosteric Antagonists of the Human D2 Dopamine Receptor: Primary Screen for Antagonists. D(2) dopamine receptor (Homo sapiens), P14416. HEK293 TREx D2 cells, calcium flux, dopamine EC80. inhibition, % at 10 µM. hit rate 2% among 340,000. AID 485344, 2010; in the data active = inhibition above about 30%; also: 0% is about no effect
Target sequence (P14416 whole entry, looked up): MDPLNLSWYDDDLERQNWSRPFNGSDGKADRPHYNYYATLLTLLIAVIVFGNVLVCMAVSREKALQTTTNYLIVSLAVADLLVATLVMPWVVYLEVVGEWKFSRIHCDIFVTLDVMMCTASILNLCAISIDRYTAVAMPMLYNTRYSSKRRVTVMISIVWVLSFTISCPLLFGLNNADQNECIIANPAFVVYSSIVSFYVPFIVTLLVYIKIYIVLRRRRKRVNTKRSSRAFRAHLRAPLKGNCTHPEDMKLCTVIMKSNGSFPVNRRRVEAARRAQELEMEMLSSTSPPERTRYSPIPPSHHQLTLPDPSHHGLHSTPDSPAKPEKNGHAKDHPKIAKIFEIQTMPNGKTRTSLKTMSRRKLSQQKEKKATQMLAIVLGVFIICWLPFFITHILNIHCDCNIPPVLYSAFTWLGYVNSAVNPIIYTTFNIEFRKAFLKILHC
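Cells plated overnight at 30 C with tetracycline; no-wash calcium dye, 30–90 min RT; 10 s baseline; compound pinned; 180 s read; EC80 dopamine added; another 180 s read.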
Vif-APOBEC3G blk: qHTS for Inhibitors of Vif-A3G Interactions: qHTS; HeLa A3G-eYFP + Vif (tagged APOBEC3G with the HIV-1 protein that degrades it), YFP fluorescence, overnight; Potency, µM (series often up to 46.1 µM), for the others: at the highest dose activity, negative = active, hits mostly inhibitors; hit rate 0.076% among 410,000; AID 602310, 2012;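 also: potency is read from the fitted curve at half-maximal effect; % is scaled to controls: 0 for no effect and ±100 for the full control effect; nearly all actives have a fitted effect of over 60% in size; hits raise eYFP signal because A3G escapes Vif-driven loss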
Target sequence (Q9HC16 whole entry, looked up): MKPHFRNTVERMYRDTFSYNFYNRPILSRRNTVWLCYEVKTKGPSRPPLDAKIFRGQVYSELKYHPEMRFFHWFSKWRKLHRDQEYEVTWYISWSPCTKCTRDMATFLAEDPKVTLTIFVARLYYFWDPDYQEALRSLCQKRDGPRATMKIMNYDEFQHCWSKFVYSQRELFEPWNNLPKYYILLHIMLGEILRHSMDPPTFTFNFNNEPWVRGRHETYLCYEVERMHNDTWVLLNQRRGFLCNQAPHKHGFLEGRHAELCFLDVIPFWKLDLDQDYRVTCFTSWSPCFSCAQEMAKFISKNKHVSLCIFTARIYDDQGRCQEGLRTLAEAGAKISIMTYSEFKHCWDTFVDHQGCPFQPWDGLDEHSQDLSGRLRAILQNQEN
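Read-out is eYFP fluorescence (Ex 488/Em 500-530) from Vif-expressing HeLa A3G-eYFP cells; more signal means A3G escaped Vif-mediated degradation. Cells plated overnight, compound pinned in, incubated overnight at 37 deg C.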
LDHA block: qHTS assay for inhibitors of human lactate dehydrogenase | activity change, % (values are at about 110 or 230 µM) | purified LDHA, NADH/diaphorase-resazurin fluorescence; stronger effect = lower value | L-lactate dehydrogenase A chain (Homo sapiens), P00338 | hit rate 0.15% among 480,000; in the data active = activity change below about -30%; inconclusive = mostly about -25% to -30%;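 also: plate controls were DMSO wells for no effect and wells without enzyme for full effect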
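Resorufin fluorescence (ex540/em590), read at 0 and 20 min after diaphorase/resazurin addition, reports the NADH left after a 5 min room-temperature reaction of 2 nM human LDH5 with 0.06 mM NADH and 0.2 mM pyruvate.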
GRP78 ERSR act: qHTS for Inducers of the Endoplasmic Reticulum Stress Response (ERSR) in Human Glioma: qHTS; Potency, µM, without a hit: at the highest dose activation, actives largely listed as activators; hit rate 0.02% among 420,000; U87-MG GRP78 promoter luciferase reporter, 16 h; also: potency is read from the fitted curve at half-maximal effect; series mostly up to about 76 µM; % of control where 0% means no effect; nearly all actives have a fitted effect of over 35% in size
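ERSR induction read as luciferase luminescence (Bright-Glo, 10 min at room temperature) in stably transfected human U87-MG glioma cells exposed to compounds for 16 h, using GRP78 as sensor.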
D2 ag: HTS Assay for Allosteric Agonists of the Human D2 Dopamine Receptor: Primary Screen for Agonists; D(2) dopamine receptor (Homo sapiens), P14416; activation, % at 2 µM; hit rate 0.53% among 340,000; AID 485358, 2010; HEK293 T-REx D2 cells, calcium flux agonist mode;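 active = activation over 3 SD above normal in the single-dose calcium agonist read, cut at about 30% in these data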; also: 0% is about no effect
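Tetracycline-induced HEK293 Trex cells with D2 receptor force-coupled to calcium signaling, plated overnight at 30 C and loaded with no-wash calcium dye. Calcium flux read kinetically for 180 s after compound addition; responses flag agonists.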
ERG-DNA inh: qHTS for Small Molecule Inhibitors of the ERG Ets/DNA interaction; Transcriptional regulator ERG (Homo sapiens), P11308; fluorescence polarization, His-ERG Ets domain / labelled DNA; Potency, µM (series often up to 76.9 µM), for the others: at the highest dose FP activity, negative = inhibition, usual class: inhibitors; hit rate 0.028% among 370,000; active = well fitted inhibition curve with a large enough effect in the polarisation, with a control signal flat; inconclusive = small, poorly fitted or top-dose-only effect, or effect the other way, or a change in a side signal; inactive = no such curve, though single readings can be large or run the other way; the % refers to the polarisation;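 also: polarization taken with two DNA probes labelled with fluorescein and Texas red; potency is read from the fitted curve at half-maximal effect; % of control where 0% means no effect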
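His-tagged ERG Ets domain (1 uM in the protein solution; 300mM KCl, 50mM Tris-HCl, 1mM EDTA, 1mM DTT, pH 7.5) received compound, then a probe mix of 5 nM fluorescein-DNA and 100nM Texas-615-DNA. Fluorescence polarization was read for both dyes.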
ALOX12 inh: Primary qHTS assay for inhibitors of human arachidonate 12S-lipoxygenase (ALOX12): Round 2 | Polyunsaturated fatty acid lipoxygenase ALOX12 (Homo sapiens), P18054 | purified 12hLO, xylenol orange hydroperoxide absorbance | Potency, µM (doses to about 108 µM), for inactives: at the highest dose activity change, negative = inhibition, most hits filed as inhibitors | hit rate 1.1% among 580,000; also: potency is read from the fitted curve at half-maximal effect; % is scaled to controls: 0 for no effect and ±100 for the full control effect
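Purified human 12hLO (150 nM final) in 25 mM Hepes, 0.01% Triton X-100, pH 7.0 was preincubated 15 min at room temperature with compound. Then 40 uM arachidonic acid was added, 30 min. Hydroperoxide was read by Fe-XO absorbance ratio 573/405 nm.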
An asterisk follows results filed as active; [ ] = remark or other dose. Unless noted, calls follow the shape of the dose curve; as a rule, active = well fitted curve in the direction sought with a large enough effect; inconclusive = small, poorly fitted or top-dose-only effect, or another doubt; inactive = no such curve, though single readings can be large; an effect the other way counts as inactive or inconclusive. These rows are one share of the data; rates above refer to the full screens.

For O=C(CSc1nc2cc(C(F)(F)F)ccc2n1Cc1ccccc1)NC1CCS(=O)(=O)C1 (centres undefined) the results were RGS4 inhibitor -13%, Vif-A3F inh -1%, D2 antag 5, Vif-APOBEC3G blk -7%, LDHA block -3, GRP78 ERSR act -5%, D2 ag -0.1, ERG-DNA inh 0% and ALOX12 inh 10%.
CC12CCC(C(=O)Nc3c(Cl)cccc3Cl)(C(Br)C1=O)C2(C)C (centres undefined) was read as RGS4 inhibitor 1%, Vif-A3F inh -6%, D2 antag 0, Vif-APOBEC3G blk -4%, LDHA block -1, GRP78 ERSR act -5%, D2 ag 2.3, ERG-DNA inh 2% and ALOX12 inh -2%.
COc1cc(CN2CCN(S(=O)(=O)c3ccccc3)CC2)cc(OC)c1O was read as RGS4 inhibitor -19%, Vif-A3F inh -8%, Vif-APOBEC3G blk -1%, LDHA block 17, GRP78 ERSR act -2%, D2 ag -0.3, ERG-DNA inh -1% and ALOX12 inh 2%.
For Cc1ccc(C(=O)NCC(=O)N2CCCCCC2)cc1 the results were RGS4 inhibitor -11%, Vif-A3F inh -2%, D2 antag 9, Vif-APOBEC3G blk -4%, LDHA block -10, GRP78 ERSR act -4%, D2 ag 0.6, ERG-DNA inh 6% and ALOX12 inh 2%.
For Cc1ccc2c(c1)c1c(c(=O)n(-c3ccccc3)c(=O)n1Cc1ccccc1C)n2C the results were RGS4 inhibitor 10%, Vif-A3F inh -5%, Vif-APOBEC3G blk 4%, LDHA block -12, GRP78 ERSR act -3%, D2 ag 0.5, ERG-DNA inh 8% and ALOX12 inh -4%.
Screening COC(=O)[C@H](NCc1ccc(OC)c(B(O)O)c1)C(C)C returned RGS4 inhibitor 17%, Vif-A3F inh 6%, Vif-APOBEC3G blk -2%, LDHA block -9, GRP78 ERSR act 3%, ERG-DNA inh -11% and ALOX12 inh -4%.
CC(C)Oc1ccc(CSc2ncn[nH]2)cc1 was read as RGS4 inhibitor -46%, Vif-A3F inh -13%, D2 antag 10, Vif-APOBEC3G blk -1%, LDHA block -2, GRP78 ERSR act 1%, D2 ag 0.4, ERG-DNA inh 1% and ALOX12 inh 0%.
Screening Cc1ccc(NC(=O)CN(C)C(=O)c2ccc(COc3ccccc3)cc2)cc1 returned RGS4 inhibitor -10%, Vif-A3F inh -25%, D2 antag -2, Vif-APOBEC3G blk -2%, LDHA block -5, GRP78 ERSR act 3%, D2 ag -0.5, ERG-DNA inh 3% and ALOX12 inh -27%.
CCN1CCc2c(OCc3ccc(C)cc3)cccc2C1=O was read as RGS4 inhibitor 25%, Vif-A3F inh -3%, D2 antag 3, Vif-APOBEC3G blk -2%, LDHA block -8, GRP78 ERSR act -3%, D2 ag -1.9, ERG-DNA inh -6% and ALOX12 inh 0%.
For FC(F)(F)c1cccc(N2CCN(CC3CC=CCC3)CC2)c1 (centres undefined) the results were RGS4 inhibitor 0%, D2 antag 73*, Vif-APOBEC3G blk -10%, LDHA block 1, GRP78 ERSR act -5%, D2 ag 0.6, ERG-DNA inh -1% and ALOX12 inh inconclusive.
`CCn1c2ccccc2c2cc(NC(=O)c3cccc(OC)c3OC)ccc21` gave RGS4 inhibitor 18%, Vif-A3F inh -34%, D2 antag 3, Vif-APOBEC3G blk -7%, LDHA block 0, GRP78 ERSR act -4%, D2 ag -1.0, ERG-DNA inh 1% and ALOX12 inh -11%.
`CCOc1ccc(NC(=O)CSc2nc(N)c(-c3ccccc3)c(=O)[nH]2)cc1` gave RGS4 inhibitor 1%, Vif-A3F inh 2%, D2 antag -13, Vif-APOBEC3G blk -1%, LDHA block -6, GRP78 ERSR act -2%, D2 ag -1.3, ERG-DNA inh 4% and ALOX12 inh 1%.
Cc1nnc(-c2cnn(-c3ccccc3)c2N)n1Cc1ccncc1 was read as RGS4 inhibitor -11%, Vif-A3F inh -1%, D2 antag -6, Vif-APOBEC3G blk -2%, LDHA block -4, GRP78 ERSR act -1%, D2 ag 0.3, ERG-DNA inh 2% and ALOX12 inh -16%.
Cc1nn(CC(=O)NC2CCCCC2)c(C)c1[N+](=O)[O-] was read as Vif-A3F inh -7%, Vif-APOBEC3G blk -3%, LDHA block -12, GRP78 ERSR act -2% and ALOX12 inh 8%.
Cc1nn(-c2ccccc2)c(C)c1/C=N/NC(=O)CSc1nc2ccccc2c(=O)n1-c1ccc(Br)cc1 was read as RGS4 inhibitor -4%, Vif-A3F inh -8%, D2 antag -15, Vif-APOBEC3G blk -15%, LDHA block -2, GRP78 ERSR act 10%, D2 ag 0.2, ERG-DNA inh -3% and ALOX12 inh 2%.
Screening CCC(CC)NCc1ccc2c(c1)c1ccccc1n2CC returned RGS4 inhibitor -73%[56.9 µM], Vif-A3F inh 0%, D2 antag 9, Vif-APOBEC3G blk 0%, LDHA block -6, GRP78 ERSR act 6%, D2 ag -0.8, ERG-DNA inh 13% and ALOX12 inh 0%.
O=c1c2oc3ccccc3c2[nH]c(=S)n1-c1ccccc1 was read as RGS4 inhibitor -50%, Vif-A3F inh 2%, D2 antag -3, Vif-APOBEC3G blk -8%, LDHA block -2, GRP78 ERSR act 4%, D2 ag -1.0, ERG-DNA inh 0% and ALOX12 inh inconclusive.
For COc1ccc(CNC(=O)C(NS(=O)(=O)c2cccc3nsnc23)C(C)C)cc1 (centres undefined) the results were RGS4 inhibitor 7%, Vif-A3F inh -1%, D2 antag 7, Vif-APOBEC3G blk 1%, LDHA block -4, GRP78 ERSR act -1%, D2 ag -0.2, ERG-DNA inh -5% and ALOX12 inh 3%.
For CCCOc1ccc(-c2cnc(SCC(N)=O)nc2N)cc1 the results were RGS4 inhibitor 6%, Vif-A3F inh -15%, Vif-APOBEC3G blk 1%, LDHA block 0, GRP78 ERSR act 4%, D2 ag 0.2, ERG-DNA inh 7% and ALOX12 inh 21%.
`CC(=O)Oc1ccc(-c2cccc(C(=O)N3CCCCC3)c2)cc1` gave RGS4 inhibitor -5%, Vif-A3F inh 9%, D2 antag 18, Vif-APOBEC3G blk -1%, LDHA block -2, GRP78 ERSR act 2%, D2 ag 0.2, ERG-DNA inh -28% and ALOX12 inh 26%.
`O=C(COC(=O)C1=COCCO1)NCCCc1ccccc1` gave RGS4 inhibitor -7%, Vif-A3F inh 6%, D2 antag 11, Vif-APOBEC3G blk 3%, LDHA block -7, GRP78 ERSR act 2%, D2 ag -0.2, ERG-DNA inh 0% and ALOX12 inh 2%.
CCc1ccc(-n2c(SCC(=O)Nc3ccc(C(=O)O)cc3)nnc2-c2ccncc2)cc1 was read as RGS4 inhibitor -5%[56.9 µM], Vif-A3F inh -6%, D2 antag 6, Vif-APOBEC3G blk 2%, LDHA block -7, GRP78 ERSR act -2%, D2 ag 0.3, ERG-DNA inh -3% and ALOX12 inh 6%.
CCOC(=O)c1cccc(NC(=O)Nc2ccc3c(c2)C(=O)OC3)c1 was read as RGS4 inhibitor 11%, Vif-A3F inh -19%, D2 antag 6, Vif-APOBEC3G blk 0%, LDHA block -16, GRP78 ERSR act -4%, D2 ag -0.3, ERG-DNA inh 16% and ALOX12 inh inactive.
For COCCNC(=O)C1CCCN(C(=O)COc2ccc(C(C)(C)C)cc2)CC1 (centres undefined) the results were Vif-APOBEC3G blk 1%, LDHA block -8, GRP78 ERSR act 1% and ALOX12 inh 4%.
`CCCCC(=O)Nc1nnc(-c2ccco2)o1` gave RGS4 inhibitor 26%, Vif-A3F inh 2%, D2 antag -3, Vif-APOBEC3G blk 1%, LDHA block 0, GRP78 ERSR act 6%, D2 ag -0.3, ERG-DNA inh 10% and ALOX12 inh -17%.
Screening Cc1[nH]c2ccccc2c1C(=O)CSC(=S)N(C)C returned RGS4 inhibitor -4%, Vif-A3F inh 0%, D2 antag -7, Vif-APOBEC3G blk 0%, LDHA block -5, GRP78 ERSR act 3%, D2 ag 0.5, ERG-DNA inh -5% and ALOX12 inh inconclusive.

In the list so far, these have a furan ring, fused or not:
O=c1c2oc3ccccc3c2[nH]c(=S)n1-c1ccccc1 was read as RGS4 inhibitor -50%, Vif-A3F inh 2%, D2 antag -3, Vif-APOBEC3G blk -8%, LDHA block -2, GRP78 ERSR act 4%, D2 ag -1.0, ERG-DNA inh 0% and ALOX12 inh inconclusive.
`CCCCC(=O)Nc1nnc(-c2ccco2)o1` gave RGS4 inhibitor 26%, Vif-A3F inh 2%, D2 antag -3, Vif-APOBEC3G blk 1%, LDHA block 0, GRP78 ERSR act 6%, D2 ag -0.3, ERG-DNA inh 10% and ALOX12 inh -17%.
